Screening data deposited in PubChem BioAssay by several laboratories.
VIM-2 inhibitor: inhibitors of Pseudomonas aeruginosa VIM-2 metallo-beta-lactamase | purified VIM-2, nitrocefin hydrolysis, epi-absorbance fluorescence | inhibition, % at 5.6 µM | actives 0.89% (n = 290,000) | AID 1527;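 active = inhibition above the mean of all tested compounds plus 3 SD, cutoff set per screening run, cut at about 7.5% in these data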;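 also: red hydrolysis product quenches plate fluorescence so inhibitors raise well fluorescence; 0% = enzyme with DMSO and 100% = DMSO without enzyme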
PfM18AAP inh: blocks P. falciparum M18 aspartyl aminopeptidase. AID 1822. inhibition, % at 7.35 µM. recombinant PfM18AAP, H-Glu-NHMec fluorogenic cleavage. actives 1.2% (n = 290,000);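 active = inhibition above the campaign mean inhibition over all tested compounds plus 3 SD, cut at about 28% in these data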;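 also: 0% = plate median of test compound wells and 100% = 2 mM ZnCl2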
FID counter: counter-screen for HCV NS3 helicase inhibitors: DNA intercalator displacement; DNA fluorescent intercalator displacement, fluorescence; actives 0.17% (n = 290,000); inhibition, % at 7.9 µM; in the data active = inhibition above about 37%;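 also: 0% = vehicle and 100% = reference compound; higher means more ethidium bromide displaced from hairpin DNA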
MEKK2mut PB1 HTS: signal of MEK5 binding to mutant human MEKK2 PB1 domain. actives 0.35% (n = 290,000). percent response, % at 10 µM. bead flow cytometry, Alexa488-MEK5 binding to MEKK2 mutant; in the data active = percent response above about 24%, passing the limit was not always enough; also: inactives centre near 1; some results filed as inactive read as strong as hits
IMP-1 inhibitor: inhibitors of Pseudomonas aeruginosa IMP-1 metallo-beta-lactamase. purified IMP-1, nitrocefin hydrolysis, epi-absorbance fluorescence. inhibition, % at 5.6 µM. actives 0.45% (n = 290,000). AID 1556;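 active = inhibition above the mean plus 3 SD of all compounds in the same screening run, cut at about 4.5% in these data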;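 also: 0% = IMP-1 with DMSO and 100% = DMSO wells lacking enzyme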
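Material – recombinant IMP-1 enzyme, purified · Amount – IMP-1 0.2 nM before substrate addition · Medium – HEPES buffer pH 7.1 with ZnSO4 and Brij 35 · Timing – 25 °C, 15 min preincubation, 25 min reaction · Measured by – plate fluorescence quenching by hydrolysis product, ex 480/em 530 nm · Read-out – percent enzyme inhibition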
UBC9 SUMO inh: inhibitors of human SUMOylation (UBC9). HTRF SUMOylation assay, SAE1/SAE2 + UBC9, in vitro. inhibition, % at 35 µM. actives 0.36% (n = 290,000). P63279. AID 2006; in the data active = inhibition above about 50%, passing the limit was not always enough; inconclusive = no clear call, values can overlap the other calls; also: strong numbers were not always called active
Target sequence (P63279 whole entry, looked up): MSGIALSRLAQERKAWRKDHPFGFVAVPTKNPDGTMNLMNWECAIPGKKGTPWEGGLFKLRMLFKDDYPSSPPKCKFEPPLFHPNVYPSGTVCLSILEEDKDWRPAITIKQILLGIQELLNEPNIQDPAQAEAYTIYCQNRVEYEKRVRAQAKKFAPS
HCV NS3 hel inh: inhibitors of Hepatitis C virus NS3 helicase; inhibition, % at 10.9 µM; NS3 helicase DNA unwinding, Cy5 molecular beacon fluorescence; actives 0.56% (n = 290,000);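 active = inhibition above the mean of all tested compounds plus 3 SD, set per campaign, cut at about 35% in these data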;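 also: 0% = DMSO wells and 100% = thioflavine S control wells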
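Material: hepatitis C virus NS3 helicase domain fragment enzyme; measured by: Cy5 fluorescence, 0 and 60 min reads; control set: DMSO and thioflavine S; incubation: 60 min unwinding reaction at 25 °C after ATP addition; read-out basis: % inhibition from 60/0 min fluorescence ratio, DMSO 0%, thioflavine S 100%; repeats: singlicate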
MEKK2 WT-MEK5: raises or lowers MEK5 binding to wildtype human MEKK2 PB1 domain | Q9Y2U5 | binding response (% of control), % at 10 µM | bead flow cytometry, Alexa488-MEK5 binding to MEKK2 WT; actives lie on both sides | actives 1.1% (n = 290,000); in the data active = binding response below about 67% or above about 130%; inconclusive = no clear call, values can overlap the other calls; inactive = in between
NALP1 yeast inh: blocks the NALP1 inflammasome reconstituted in yeast. S. cerevisiae NALP1/ASC/caspase-1 growth, X-gal OD620, 72 h. inhibition, % at 10 µM. actives 0.61% (n = 280,000). AID 2071; in the data active = inhibition mostly above about 24%, no sharp cut-off; inactive = mostly below about 32%; also: some compounds called inactive have numbers as strong as hits
An asterisk follows results filed as active; ? = inconclusive; / = no result given.

SMILES	VIM-2 inhibitor	PfM18AAP inh	FID counter	MEKK2mut PB1 HTS	IMP-1 inhibitor	UBC9 SUMO inh	HCV NS3 hel inh	MEKK2 WT-MEK5	NALP1 yeast inh
O=C(NC1CCN(S(=O)(=O)c2ccccc2)CC1)c1ccc(F)cc1	-2.2	-1	-16	7	-3.6	0	10	99	-2
CNS(=O)(=O)c1ccc2c3c(cccc13)C(=O)N2	-2.0	9	-5	5	-4.4	?	21	101	14
COc1ccc(C)cc1S(=O)(=O)N1CCc2ccccc2C1	-0.5	4	-22	-2	-0.8	-3	7	98	6
COc1ccc(CC(=O)Nc2c3c(nn2C(C)(C)C)CS(=O)C3)cc1 (stereo not drawn)	0.1	5	-3	9	-2.6	26	-5	102	3
CCc1noc(C)c1C(=O)NC1CCCc2c1cnn2-c1ccc(C(C)(C)C)cc1 (stereo not drawn)	-0.1	0	-21	5	-1.9	12	0	106	5
COC(=O)c1ccccc1N/C=C/C(=O)c1ccc(Br)cc1	1.1	1	-19	-2	-4.0	10	13	98	18
CN1C(=O)N(C)C(c2ccccc2Cl)C2=C1CC(C)(C)CC2=O (stereo not drawn)	0.3	0	-8	3	-2.5	1	1	104	12
Cc1ccc(-c2nc(NCCN(C)C)c3ccccc3n2)cc1	1.0	-2	71*	6	-1.6	8	17	131	11
CSc1ccc(/C=N/NC(=O)c2cccs2)cc1	-0.9	-9	-10	-24	-0.5	20	4	85	26
CCOc1nc(C)cc(C)c1S(=O)(=O)c1cccc(Cl)c1	-1.6	0	-25	-1	-3.1	-4	22	99	-6
CC(C)(Oc1ccc(Cl)cc1)C(=O)OCC(=O)Nc1ncc(Cl)cc1Cl	-2.2	-8	-22	-17	-2.2	9	-11	72	-8
C/C(CCc1ccc2c(c1)OCO2)=N\NC(=S)NC(C)C	-5.1	-1	-5	-12	-4.2	8	9	92	-10
CCC(C)C(NC(=O)C1CCC(C)CC1)C(=O)Nc1ccc(OC)cc1OC (stereo not drawn)	1.9	-12	-20	-4	-0.9	22	-10	98	-8
CC(=O)c1ccc(OCC(O)COc2ccc(C(C)=O)cc2)cc1	-3.2	-9	-14	5	-3.4	9	6	99	-1
COc1ccc(NC(C)=O)cc1CP(=O)(c1ccccc1)c1ccccc1	-1.2	5	-22	-2	-2.5	6	14	98	-42
CCOC(=O)N1CCC(NC(=O)C2=CCN(S(=O)(=O)c3ccccc3)CC2)CC1	-1.8	-9	-21	25	-4.9	24	1	117	19
COC(=O)c1ccc(CN2CCCCC2)cc1	-1.5	-2	-3	-3	-1.1	14	8	96	15
Cc1ccc2[nH]c(=O)c(CN(CC3CCCO3)S(=O)(=O)c3c(C)ccc4nsnc34)cc2c1 (stereo not drawn)	-2.4	-13	3	6	-1.5	40	1	102	12
COc1cc(C2CC(=O)c3cnc(N4CCN(Cc5ccccc5)CC4)nc3C2)cc(OC)c1OC (stereo not drawn)	0.4	-11	-6	4	0.8	12	8	110	39
COc1ccc(NC(=O)c2cc(-c3cccc(OC)c3)on2)cc1	-2.4	2	6	-1	-1.5	22	12	98	13
COc1ccc(C=C2C=C(C(C)(C)C)C(=O)C(C(C)(C)C)=C2)cc1OC	0.7	-8	-30	-6	-0.5	6	11	72	5
Cc1ccc(NC(=O)NCC2CCN(Cc3cccc(Cl)c3)CC2)c(Cl)c1	-0.2	-8	10	10	-1.9	4	-9	128	20
COc1ccc(-c2cn3c(C)c(C(=O)Nc4ccncc4)sc3n2)cc1	0.1	14	8	-6	-1.4	-14	-18	94	-25
CCCc1c(C)nc2c(Br)cccc2c1Cl	-4.8	1	1	0	-4.1	-5	7	98	22
Cn1nccc1C(=O)Oc1cccc(/C=N/NC(=O)c2ccccc2O)c1	-0.8	9	-16	-1	-1.6	6	-3	96	2
O=S(=O)(NCCOc1cccc2cccnc12)c1ccc(F)cc1	-0.5	0	-10	-5	-2.6	8	-4	87	24
COC(=O)c1ccc(N=c2sc(C(=O)OC)cc(=O)n2C)cc1	-1.0	-2	1	11	-0.6	20	1	98	16
COc1cccc(N(C(=O)CCl)C(C(=O)NCCc2ccccc2)c2cccs2)c1 (stereo not drawn)	-0.6	-13	-18	-1	-1.1	16	2	100	13
C=CCc1cccc(/C=N/NC(=O)C(=O)Nc2ccc(C)cc2)c1O	-5.8	-2	-3	-4	-3.5	30	14	94	3
O=C(NCCN1C(=O)S/C(=C\c2ccccc2)C1=O)C1CCN(S(=O)(=O)c2cccs2)CC1	-1.3	-7	-5	2	-1.5	-10	10	105	18
CCn1c(=O)c(C(=O)Nn2c(C)nc3ccccc3c2=O)c(O)c2ccccc21	-4.1	0	-19	9	-4.3	8	15	105	39
CSCC[C@H](NC(=O)Cc1c(C)c2cc3c4c(oc3cc2oc1=O)CCCC4)C(=O)O	-0.8	-2	-15	-1	-0.8	28	14	104	6
CN1CCN(CC#Cc2ccccc2)CC1CCO (stereo not drawn)	-1.1	2	-3	0	-2.7	9	1	103	14
CSc1ccc(/C=C/c2ccc3cccc(O)c3n2)cc1	-3.9	4	-5	-9	-4.0	24	-13	90	-12
COc1ccc(NC(=O)C(c2cc3c(cc2[N+](=O)[O-])OCO3)N(C)Cc2ccccc2)cc1 (stereo not drawn)	-1.4	10	-26	-1	-3.5	-8	10	105	41
CN(c1ccccc1)S(=O)(=O)c1nnc(NC(=O)c2ccco2)s1	-6.8	7	-17	2	-3.6	5	4	99	-18
COCCNC(=S)NNC(=O)c1cc(-c2cccnc2)nc2ccccc12	-3.8	5	-15	2	-4.4	5	2	104	9
COc1cccc(CN2CCNC(=O)C2CC(=O)NCc2cc(C(C)C)no2)c1 (stereo not drawn)	0.6	-7	-11	-14	-0.1	-5	-14	80	3
Cc1cc(-n2nc(C)cc2C)n2nc(C)c(-c3ccccc3)c2n1	0.3	-5	-8	3	-0.1	12	-10	100	-12
CCOC(=O)C1CCN(C(=S)Nc2cc(OC)c(OC)cc2C(=O)OC)CC1	-2.1	-2	-21	-4	-0.5	6	-3	101	6
Oc1ccc(/C=N/Nc2ccc(C(F)(F)F)cn2)cc1	-3.0	1	6	/	-1.9	-9	1	/	-80
CC1CCN(c2c([N+](=O)[O-])c(=O)n(-c3ccccc3)c3ccccc23)CC1	-0.5	12	-3	10	-5.0	-2	11	105	20
Cc1ccc(S(=O)(=O)N2CCC(C(=O)NNC(=O)C3CC3)CC2)cc1Cl	-2.9	6	-4	-3	-2.9	8	2	104	9
CCCc1noc2c1/C(=N\O)CCC2	-2.6	-3	-4	-5	-0.9	-19	-3	96	-6
CN1CCN(c2nc(N3CCN(CCO)CC3)nc3ccccc23)CC1	-3.2	-2	29	5	-3.7	10	1	105	25
COc1ccc(-n2c(Cn3c(=O)sc4ccccc43)nnc2SCC(=O)N2CCOCC2)cc1	-0.2	3	-27	2	-2.9	9	0	102	-13
COc1ccc(OCCC(=O)NC2=NCCS2)cc1	0.2	1	-6	0	0.2	-6	8	112	15
Nc1n[nH]c2c1C1(CCCC1)Cc1ccccc1-2	-4.6	6	-5	-6	-1.8	17	0	91	14
Cc1ccc(-c2nnc(C)c(N3CC(C)OC(C)C3)n2)cc1 (stereo not drawn)	-3.3	-7	-7	8	-0.5	14	-11	105	-1
N#C/C(=C/c1ccc(F)cc1)c1nc(CCN2C(=O)c3ccccc3C2=O)cs1	-6.3	-11	2	-2	-3.0	8	2	97	32
COc1cccc(NC(=O)Nc2ccc(C(C)(C)C)cc2)c1	-1.9	1	-2	5	-1.4	-38	-5	125	-2
O=C(NC1CCCC1)C1CC(=O)N(c2ccc(F)c(Cl)c2)C1 (stereo not drawn)	-0.4	0	-9	2	-3.5	/	0	109	18
CN(C)c1ccc(C(C(=O)NC2CCCC2)N(Cc2cccnc2)C(=O)c2snc(C(N)=O)c2N)cc1 (stereo not drawn)	-1.5	8	-39	6	0.1	17	6	95	10
O=C(CCC(=O)OCC(=O)c1ccc([N+](=O)[O-])cc1)NC1CCCCC1	0.4	34*	-1	-1	1.5	-9	4	101	29
Cc1cccc(-n2cc(C(=O)O)c(=O)cc2C)c1	0.9	-1	5	-9	-2.5	-16	2	95	-14
CC(NS(=O)(=O)c1ccc(OCC(=O)NCc2ccccn2)cc1)c1ccccc1 (stereo not drawn)	-1.4	-3	-28	1	-3.1	-9	2	105	12
Cn1c(CCC(=O)OCC(=O)NCC(F)(F)F)nc(=O)c2ccccc21	-3.8	2	2	-1	-2.5	11	14	103	13
COC(=O)c1sccc1S(=O)(=O)Nc1ccc(N2CCCCC2)cc1	0.2	3	-4	-11	-2.4	-15	-6	95	/
COc1cccc(-c2ccc(NC(=O)C3CCCN(Cc4cnc(N(C)C)s4)C3)cc2)c1 (stereo not drawn)	-0.2	-7	21	15	-0.8	13	-67	123	31
O=C(NCC1COCCO1)c1ccc2nc(Cc3cccc(Cl)c3)oc2c1 (stereo not drawn)	1.2	-6	-29	3	-0.6	-5	-2	101	17

Retrieved by compound from the list above (5):
SMILES	VIM-2 inhibitor	PfM18AAP inh	FID counter	MEKK2mut PB1 HTS	IMP-1 inhibitor	UBC9 SUMO inh	HCV NS3 hel inh	MEKK2 WT-MEK5	NALP1 yeast inh
COc1cccc(-c2ccc(NC(=O)C3CCCN(Cc4cnc(N(C)C)s4)C3)cc2)c1 (stereo not drawn)	-0.2	-7	21	15	-0.8	13	-67	123	31
Cn1c(CCC(=O)OCC(=O)NCC(F)(F)F)nc(=O)c2ccccc21	-3.8	2	2	-1	-2.5	11	14	103	13
O=S(=O)(NCCOc1cccc2cccnc12)c1ccc(F)cc1	-0.5	0	-10	-5	-2.6	8	-4	87	24
C=CCc1cccc(/C=N/NC(=O)C(=O)Nc2ccc(C)cc2)c1O	-5.8	-2	-3	-4	-3.5	30	14	94	3
Cc1ccc(NC(=O)NCC2CCN(Cc3cccc(Cl)c3)CC2)c(Cl)c1	-0.2	-8	10	10	-1.9	4	-9	128	20

Following part:
SMILES	VIM-2 inhibitor	PfM18AAP inh	FID counter	MEKK2mut PB1 HTS	IMP-1 inhibitor	UBC9 SUMO inh	HCV NS3 hel inh	MEKK2 WT-MEK5	NALP1 yeast inh
COc1ccc(-n2ncc(C(C)NS(=O)(=O)c3ccc(C)s3)c2C)cc1 (stereo not drawn)	-2.3	4	-38	7	-2.9	3	-3	108	-1
CC1CC(C)(C)NC(=S)N1CCCC(=O)Nc1ccc(Cl)cc1 (stereo not drawn)	-2.2	-1	-9	-15	-2.9	2	-15	79	6
Clc1ccc(-c2csc(N3CCN(c4ccccc4)CC3)n2)cc1	-2.3	-2	-1	8	-3.3	-7	0	110	12
CCC(C)n1c(SCC(=O)Nc2cc(C)on2)nc2ccccc2c1=O (stereo not drawn)	1.6	15	-22	-2	1.0	-20	8	100	5
CC(Oc1ccccc1)C(=O)N=C1SC2CS(=O)(=O)CC2N1Cc1ccccc1 (stereo not drawn)	-3.5	-1	-36	10	-3.4	-1	6	107	1
COc1cccc(CNC(=O)c2ccccc2-c2ccccc2C(=O)O)c1	1.0	2	-4	0	-2.0	12	3	103	-4
O=C(COC(=O)CCSc1ccccc1)NCc1ccccc1Cl	-1.5	-3	-21	17	-4.3	8	5	98	55
